Screening results (PubChem BioAssay)
Mtb BioA inh = inhibitors of Mycobacterium tuberculosis BioA enzyme. 360,000 tested, 0.096% active. purified M. tuberculosis BioA enzyme, plate reader. inhibition, % at 9.99 µM; in the data active = inhibition above about 40%
PfHsp40 rescue = rescue of PfHsp40-mediated yeast toxicity; S. cerevisiae expressing PfHsp40, growth rescue, ATP luminescence; AID 504582; growth rescue, % at 12.5 µM; 340,000 tested, 0.68% active; in the data active = growth rescue above about 28%, passing the limit was not always enough;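 note: yeast W303a lacking pdr1 and pdr3 grown in galactose medium; growth measured after three days at 30 °C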
GDH-TPI inh = counter-screen for M. tuberculosis FBA inhibitors: GDH-TPI coupled enzymes. GDH-TPI coupled enzyme counterscreen, NADH absorbance. inhibition, % at 4.8 µM. 360,000 tested, 1.2% active; in the data active = inhibition above about 30%;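 note: 0% = DMSO wells and 100% = wells lacking the enzyme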
TcdB GH inh = TcdB glycohydrolase inhibition; inhibition, % at 9.99 µM; TcdB glycohydrolase enzymatic assay, plate reader; 350,000 tested, 0.24% active; P18177; in the data active = inhibition above about 10%
Target sequence (P18177 whole entry, looked up): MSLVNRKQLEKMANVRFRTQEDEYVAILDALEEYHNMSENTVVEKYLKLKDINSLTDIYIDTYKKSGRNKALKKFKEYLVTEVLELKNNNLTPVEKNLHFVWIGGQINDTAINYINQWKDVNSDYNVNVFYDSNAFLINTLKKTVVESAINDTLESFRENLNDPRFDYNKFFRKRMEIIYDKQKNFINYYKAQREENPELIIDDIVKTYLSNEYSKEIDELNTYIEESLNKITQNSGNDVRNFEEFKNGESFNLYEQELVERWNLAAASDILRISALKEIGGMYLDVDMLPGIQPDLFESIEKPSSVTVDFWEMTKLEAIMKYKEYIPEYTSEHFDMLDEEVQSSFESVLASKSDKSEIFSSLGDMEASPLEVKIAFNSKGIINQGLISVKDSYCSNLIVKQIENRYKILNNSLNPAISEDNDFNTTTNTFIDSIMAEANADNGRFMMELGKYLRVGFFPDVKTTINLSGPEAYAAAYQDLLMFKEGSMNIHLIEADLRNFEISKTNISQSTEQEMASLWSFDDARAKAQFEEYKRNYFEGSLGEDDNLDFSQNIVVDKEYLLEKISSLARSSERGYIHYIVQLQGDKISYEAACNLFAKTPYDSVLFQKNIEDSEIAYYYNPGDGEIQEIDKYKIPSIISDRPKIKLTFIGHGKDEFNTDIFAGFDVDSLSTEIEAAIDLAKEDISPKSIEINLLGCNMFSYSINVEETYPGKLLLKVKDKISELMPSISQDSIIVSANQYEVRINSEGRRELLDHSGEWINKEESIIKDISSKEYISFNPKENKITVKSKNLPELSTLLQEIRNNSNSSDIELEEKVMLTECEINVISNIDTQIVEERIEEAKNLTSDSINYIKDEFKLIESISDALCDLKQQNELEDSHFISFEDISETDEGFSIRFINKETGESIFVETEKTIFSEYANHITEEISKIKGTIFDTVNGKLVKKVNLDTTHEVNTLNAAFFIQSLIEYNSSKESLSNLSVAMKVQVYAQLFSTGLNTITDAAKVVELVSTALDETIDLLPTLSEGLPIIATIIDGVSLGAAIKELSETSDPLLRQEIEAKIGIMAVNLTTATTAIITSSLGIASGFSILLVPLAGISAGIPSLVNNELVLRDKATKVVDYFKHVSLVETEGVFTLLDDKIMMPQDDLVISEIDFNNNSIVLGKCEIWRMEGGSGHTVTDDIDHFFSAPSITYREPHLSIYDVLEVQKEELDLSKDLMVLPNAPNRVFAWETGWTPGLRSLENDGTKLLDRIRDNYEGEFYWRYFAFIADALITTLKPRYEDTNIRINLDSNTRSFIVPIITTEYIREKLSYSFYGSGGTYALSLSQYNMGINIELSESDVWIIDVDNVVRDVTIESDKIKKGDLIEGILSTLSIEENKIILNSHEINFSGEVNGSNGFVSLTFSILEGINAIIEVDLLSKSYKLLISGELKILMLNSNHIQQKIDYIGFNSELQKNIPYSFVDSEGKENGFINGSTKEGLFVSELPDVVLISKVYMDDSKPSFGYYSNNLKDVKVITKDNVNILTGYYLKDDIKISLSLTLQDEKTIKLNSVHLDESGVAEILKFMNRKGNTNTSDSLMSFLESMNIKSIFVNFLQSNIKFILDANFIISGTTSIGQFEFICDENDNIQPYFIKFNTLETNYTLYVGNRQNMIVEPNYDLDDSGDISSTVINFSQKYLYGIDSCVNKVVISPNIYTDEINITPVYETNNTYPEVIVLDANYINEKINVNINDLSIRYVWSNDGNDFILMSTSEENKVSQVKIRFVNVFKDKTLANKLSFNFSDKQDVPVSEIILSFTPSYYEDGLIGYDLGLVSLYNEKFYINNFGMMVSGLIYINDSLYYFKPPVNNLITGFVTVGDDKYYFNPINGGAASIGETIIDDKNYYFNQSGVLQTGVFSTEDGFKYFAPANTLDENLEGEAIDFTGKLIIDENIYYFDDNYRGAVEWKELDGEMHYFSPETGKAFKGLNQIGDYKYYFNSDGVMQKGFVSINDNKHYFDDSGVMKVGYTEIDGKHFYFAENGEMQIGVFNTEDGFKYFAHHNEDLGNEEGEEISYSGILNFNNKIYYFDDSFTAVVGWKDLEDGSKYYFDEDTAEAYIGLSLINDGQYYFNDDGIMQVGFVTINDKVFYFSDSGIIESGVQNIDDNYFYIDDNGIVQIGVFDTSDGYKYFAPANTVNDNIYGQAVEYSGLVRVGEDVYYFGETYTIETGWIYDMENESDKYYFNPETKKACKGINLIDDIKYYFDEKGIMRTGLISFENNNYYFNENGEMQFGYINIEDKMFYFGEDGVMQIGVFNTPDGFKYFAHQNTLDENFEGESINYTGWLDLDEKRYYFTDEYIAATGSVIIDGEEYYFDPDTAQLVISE
Yp Topo-I inh = blocks Yersinia pestis topoisomerase I activity; 360,000 tested, 0.064% active; activity, % at 10 µM; Y. pestis Topo-I cleavage product accumulation, plate reader; in the data active = activity above about 50%, passing the limit was not always enough; note: inactives centre near 2
Mtb UGM inh = inhibitors of M. tuberculosis UDP-galactopyranose mutase; AID 504406; purified UGM, fluorescence polarization probe displacement; 320,000 tested, 0.06% active; P9WIQ1; inhibition, % at 10 µM; in the data active = inhibition above about 10%, passing the limit was not always enough
Vc quorum ag = quorum light induction in luxS cqsA deficient V. cholerae; V. cholerae BH1578 lux reporter, luminescence, 6 h; activation, % at 18.7 µM; 350,000 tested, 0.16% active; AID 588436; in the data active = activation mostly above about 9.7%, no sharp cut-off; note: not every result past the cut was called active; inactives centre near 0; reference of the scale not given here
FBA Mtb inh = inhibitors of M. tuberculosis fructose-bisphosphate aldolase; P9WQA3; purified M. tuberculosis FBA, fluorescence read-out; inhibition, % at 1 µM; 360,000 tested, 2.3% active; AID 588726; in the data active = inhibition above about 27%;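 note: 0% = vehicle and 100% = reference inhibitor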
FadD28 binding = inhibitors of Mycobacterium tuberculosis FadD28 bisubstrate binding. FadD28 bisubstrate probe binding, fluorescence polarization. inhibition, % at 12.5 µM. 360,000 tested, 0.22% active; in the data active = inhibition above about 8.5%, passing the limit was not always enough
Numbers without * were called inactive; i = inactive; . = no result given; & = joins results of further samples. Outcome played no part in choosing rows; overall some 4.6% were active at least once.

Values run as follows: Mtb BioA inh, PfHsp40 rescue, GDH-TPI inh, TcdB GH inh, Yp Topo-I inh, Mtb UGM inh, Vc quorum ag, FBA Mtb inh, FadD28 binding
- CC(NC(=O)CCNS(=O)(=O)c1cccc2nonc12)c1ccccc1 (stereo unspecified)
→ -0.3, -1.1, 16, -0.3, 4, 3.5, -0.3, 4, 0.7
- C=Cn1cc[n+](CC(=O)c2ccc(OC)cc2)c1
→ 3.6, 10, 10, 0.2, 0, -2.2, -0.4, 2, -0.5
- CC(=O)c1cc2c(cc1NC(=O)c1ccc(Cl)cc1)OCCO2
→ -0.2, -1.9, -6, -1.5, 3, -1.0, i, 3, 1.7
- CCC(=O)Oc1ccc(C(=O)Nc2cccc(C(=O)c3ccccc3)c2)cc1
→ 2.1, 0.9, -5, ., 17, 2.4, 1.0, 1, -2.5
- O=C(CNS(=O)(=O)c1cccs1)N1CCCC1
→ -1.3, -0.9, 7, ., -4, 0.7, 0.8, 3, -2.5
- Cc1cc(C)c(S(=O)(=O)ON2C(=O)c3ccccc3C2=O)cc1C
→ 0.3, 4.2, 8, ., 4, 3.0, 0.1, 37*, -0.2
- COc1ccc(NC(=O)c2ccc(S(=O)(=O)N3CCCCCC3)cc2)c(OC)c1
→ -0.7, 0.1, 4, 1.1, 8, -3.0, -0.3, 1, -1.1
- O=C(N/C(=C\c1ccc(Cl)cc1)C(=O)N1CCOCC1)c1ccco1
→ ., -0.4, 10, 1.3, -11, -4.1, -0.3, 1, -1.2
- S=c1[nH]nc(C2CC2c2ccc(Cl)cc2)n1-c1ccc(Cl)cc1 (stereo unspecified)
→ ., 11, 9, 1.4, -1, -0.6, -0.2, 6, -3.4
- O=C(Nc1ccccc1F)c1ccc2c(c1)OCO2
→ 0.5, -0.1, -11, -9.1, -18, -1.4, -0.4, -6, -3.7
- Cc1ccccc1-n1c(O)c(/C=C/C=Nc2ccccc2)c(=O)[nH]c1=O
→ ., 1.4, 18, ., 1, -7.4, i, -16, -1.4
- CCN(C(=O)CSc1cc(C)c2ccc(OC)cc2n1)C1CCS(=O)(=O)C1 (stereo unspecified)
→ -0.4, -1.1, 8, 0.2, 19, -0.2, 0.5, 2, -4.1
- COc1ccc(Cl)c(NCCC(=O)O)c1
→ 0.1, -0.2, 7, ., 6, -0.2, ., 1, 1.3
- Cc1cc(=O)oc2c(C)c(OCC(=O)N3CCC(C(=O)O)CC3)ccc12
→ 0.0, -1.2, 17, 1.1, 1, -1.0, -0.4, 49*, -0.5
- Cn1c(=O)c2c(nc(CN3CCOCC3)n2CCCc2ccccc2)n(C)c1=O
→ 8.0, 0.5, 6, ., 6, 1.4, -0.4, 1, -2.4
- COc1ccc(NC(=O)N(C)C[C@H]2Oc3ccc(NC(=O)Cc4ccccc4)cc3C(=O)N([C@H](C)CO)C[C@@H]2C)cc1
→ 0.6&-0.1, 0.4, 2, 0.3&-0.8, 23, ., -0.3, -1, -3.0
- O=C(NCCN1C(=O)S/C(=C\c2ccc(Cl)cc2)C1=O)C1=COCCO1
→ -1.1, -0.6, -1, 1.5, 1, -0.6, -1.1, 0, -3.3
- Cn1nc(Cc2cccc3ccccc23)c(C#N)c1N
→ -0.6, 0.6, 2, -0.5, -7, 0.2, -11, -2, -4.2
- O=C(CCCn1c(=O)[nH]c2ccsc2c1=O)N1CCN(Cc2ccc3c(c2)OCO3)CC1
→ 4.0, 22, 3, ., 2, 5.9, -0.3, 2, 1.4
- CC(C)(C)NC(=O)Cn1nnc(-c2ccccc2NC(=O)c2ccco2)n1
→ -2.7, -0.2, -13, ., 9, -0.5, ., -2, -3.4

Additional records follow:
Values run as follows: Mtb BioA inh, PfHsp40 rescue, GDH-TPI inh, TcdB GH inh, Yp Topo-I inh, Mtb UGM inh, Vc quorum ag, FBA Mtb inh, FadD28 binding
- O=C(Nc1ccc(N2CCOCC2)cc1)C1CCN(C(=O)OCc2ccccc2)CC1
→ ., 0.4, 6, -0.3, -4, 2.9, i, -2, -1.4
- CCn1nc(NS(=O)(=O)c2ccc(NC(C)=O)cc2)c2cc3ccccc3nc21
→ 0.2, -1.1, -2, 2.0, -6, 5.9, -0.6, -4, 1.6
- CCOc1ccc(C(C(=O)NCC2CCCO2)N(Cc2cccs2)C(=O)c2snc(C(N)=O)c2N)cc1 (stereo unspecified)
→ -0.6, -1.3, 13, -1.8, -6, 5.5, -6.2, -1, -1.5
- CS(=O)(=O)N(CC(=O)N1CCOCC1)Cc1ccc(Cl)cc1
→ 0.3, -1.8, 1, ., -2, 2.8, -0.5, 3, -1.0
- O=c1oc(CCCO)cc2ccccc12
→ 1.5, 0.6, 13, 0.5, 1, -1.7, i, 4, 0.2
- CCCN(CC(=O)Nc1ccc(F)c(F)c1F)C(=O)C1=COCCO1
→ -0.2, 4.7, 9, -0.2, -2, -1.0, i, 5, -0.4
- CNc1nc(NC#N)nc(SC)n1
→ ., -0.6, -8, 3.2, 9, 2.2, i, 3, -1.9
- CCCCOc1ccc(C(=O)Oc2ccc(C)nc2)cc1
→ 0.2, 1.6, -6, 1.1, 7, 0.2, -0.2, 0, -1.7
- CC1CN1P(=O)(Oc1ccccc1)N1CC1C (stereo unspecified)
→ -0.2, 0.5, -5, 0.8, -1, ., i, 2, .
- Cc1cc(C)cc(N2C(=O)CN(Cc3ccccc3)C2=S)c1
→ -0.5, -1.2, -4, -0.8, 12, 0.0, -0.9, -1, -4.0
- O=C(CN1CCCCCC1)N/N=C/c1cccc(Cl)c1Cl
→ 2.9, -0.3, 6, ., 7, -1.2, -0.3, 0, -1.8
- CCOC(=O)Cn1cc(Cn2c3ccccc3c(=O)n2C(C)C)nn1
→ -0.3, ., ., -0.1, ., ., ., 69*, 1.0
- COc1ccc(OC)c(S(=O)(=O)N2CCC(C(=O)NCCc3ccccc3)CC2)c1
→ 0.3, -0.8, -8, 1.1, 6, 0.0, i, -3, -6.6
- CCOC(=O)COc1ccc(Cl)cc1C1NC(=O)NC(C)=C1C(C)=O (stereo unspecified)
→ -1.0, -1.4, 10, ., 0, -1.2, -0.2, 1, -2.5
- FC(F)(F)c1cccc(OCc2noc(-c3ccsc3)n2)c1
→ ., 0.4, 17, 1.0, 3, 1.5, -0.9, -4, -1.5
- CC1=C/C(=N\OS(=O)(=O)c2ccccc2)C(C(C)C)=CC1=O
→ ., 46*, 1, ., 6, -0.7, -0.2, 3, 0.8
- O=C(Nc1ccc(Cl)c(Cl)c1)N1CCOCC1
→ 4.7, -0.9, -1, 0.4, 5, -0.7, 1.2, 5, -2.7
- COc1ccc(N(CC(=O)N2c3ccccc3CC2C)S(=O)(=O)c2c(C)noc2C)cc1 (stereo unspecified)
→ -1.5, 0.6, -3, ., 2, 0.4, -0.4, 5, -2.3
- O=C1C(=O)N2C(=C1C(=O)N1CCCCCC1)c1ccccc1CC21CCCC1
→ 0.9, 0.8, 22, 1.7, 7, 0.0, 7.1, -2, -3.1
- CCOc1ccc(Nc2nc(N3CCCCC3)nc(N3CCCCC3)n2)cc1
→ -3.0, -0.8, 2, ., -2, -1.3, -0.4, 1, -0.6

Other entries.
Values run as follows: Mtb BioA inh, PfHsp40 rescue, GDH-TPI inh, TcdB GH inh, Yp Topo-I inh, Mtb UGM inh, Vc quorum ag, FBA Mtb inh, FadD28 binding
- Cc1ccc(C(=O)C2CCN(S(=O)(=O)c3ccc(C(=O)O)cc3)CC2)cc1
→ -1.8, 0.5, 8, -0.1, -3, 1.3, i, 0, -2.7
- Cn1c(N)c(C(=O)CN2CCN(S(=O)(=O)c3ccccc3C#N)CC2)c(=O)n(C)c1=O
→ 0.8, ., 2, 1.5, 1, ., -5.6, -2, -6.6
- O=C1c2ccccc2NC(c2ccccc2)N1Cc1ccco1 (stereo unspecified)
→ 6.3, -1.3, -9, ., 5, 1.3, ., 51*, -4.0
- COc1ccccc1C(=O)Nc1cc(C)c(OCC(=O)N2CCOCC2)c(C)c1
→ 0.4, -0.6, 0, 1.3, 9, 2.3, -3.6, -1, -3.2
- COc1ccc(CCC(=O)Nc2cnc3ccccc3c2)cc1
→ 0.6, 3.8, -1, 1.6, 6, 0.8, -0.7, 0, -5.9
- Cc1cccc(N(Cc2cc3ccccc3[nH]c2=O)S(=O)(=O)c2ccccc2)c1
→ ., 0.7, 7, 0.9, 27, 0.4, -0.3, -1, -3.3
- O=C(CSc1nccc(=O)[nH]1)N1N=C2/C(=C/c3ccco3)CCCC2C1c1ccco1 (stereo unspecified)
→ -0.9, 0.3, 12, -1.1, 10, 0.8, -0.2, 1, -0.7
- COC(=O)c1cc(NC(=O)CN2CCN(C(C)=O)CC2)cc(C(=O)OC)c1
→ ., -0.6, -5, -0.6, -12, -1.8, -0.1, 3, -2.2
- Cc1c(/C=N/n2cnnc2)c2ccccc2n1C
→ -1.1, 0.0, 16, ., 4, 6.8, i, 1, -2.4
- O=C(NCc1ccc2c(c1)OCO2)C1CC(=O)N(c2ccc(F)cc2)C1 (stereo unspecified)
→ 0.0, 0.1, 1, ., 0, -0.5, -6.7, 4, -1.7
- O=C(NCCN1CCCC1)C1CC(=O)N(C2CCCCC2)C1 (stereo unspecified)
→ ., 0.3, -9, ., 0, 0.5, -1.7, 3, -4.8
- Cc1ccc(-c2csc3ncnc(SCC(=O)Nc4nnc(C)s4)c23)cc1
→ 0.0, -0.9, 8, ., 4, 1.3, i, -4, 0.4
- CN1CCN(c2ccc(CNC(=O)C3(C)Cc4c(-c5ccccc5)ccnc4O3)cc2)CC1 (stereo unspecified)
→ -0.7, ., -2, 0.4, 1, ., -0.8, -3, -3.8
- Cc1ccc2c(c1)N(C(=O)CCC(=O)N1CCc3ccccc3C1)CCO2
→ 1.6, -1.4, -11, ., 2, -2.2, i, 1, -0.2

In the list so far, these have a halogen.
Values run as follows: Mtb BioA inh, PfHsp40 rescue, GDH-TPI inh, TcdB GH inh, Yp Topo-I inh, Mtb UGM inh, Vc quorum ag, FBA Mtb inh, FadD28 binding
- CC(=O)c1cc2c(cc1NC(=O)c1ccc(Cl)cc1)OCCO2
→ -0.2, -1.9, -6, -1.5, 3, -1.0, i, 3, 1.7
- O=C(N/C(=C\c1ccc(Cl)cc1)C(=O)N1CCOCC1)c1ccco1
→ ., -0.4, 10, 1.3, -11, -4.1, -0.3, 1, -1.2
- S=c1[nH]nc(C2CC2c2ccc(Cl)cc2)n1-c1ccc(Cl)cc1 (stereo unspecified)
→ ., 11, 9, 1.4, -1, -0.6, -0.2, 6, -3.4
- O=C(Nc1ccccc1F)c1ccc2c(c1)OCO2
→ 0.5, -0.1, -11, -9.1, -18, -1.4, -0.4, -6, -3.7
- COc1ccc(Cl)c(NCCC(=O)O)c1
→ 0.1, -0.2, 7, ., 6, -0.2, ., 1, 1.3
- O=C(NCCN1C(=O)S/C(=C\c2ccc(Cl)cc2)C1=O)C1=COCCO1
→ -1.1, -0.6, -1, 1.5, 1, -0.6, -1.1, 0, -3.3
- CS(=O)(=O)N(CC(=O)N1CCOCC1)Cc1ccc(Cl)cc1
→ 0.3, -1.8, 1, ., -2, 2.8, -0.5, 3, -1.0
- CCCN(CC(=O)Nc1ccc(F)c(F)c1F)C(=O)C1=COCCO1
→ -0.2, 4.7, 9, -0.2, -2, -1.0, i, 5, -0.4
- O=C(CN1CCCCCC1)N/N=C/c1cccc(Cl)c1Cl
→ 2.9, -0.3, 6, ., 7, -1.2, -0.3, 0, -1.8
- CCOC(=O)COc1ccc(Cl)cc1C1NC(=O)NC(C)=C1C(C)=O (stereo unspecified)
→ -1.0, -1.4, 10, ., 0, -1.2, -0.2, 1, -2.5
- FC(F)(F)c1cccc(OCc2noc(-c3ccsc3)n2)c1
→ ., 0.4, 17, 1.0, 3, 1.5, -0.9, -4, -1.5
- O=C(Nc1ccc(Cl)c(Cl)c1)N1CCOCC1
→ 4.7, -0.9, -1, 0.4, 5, -0.7, 1.2, 5, -2.7
- O=C(NCc1ccc2c(c1)OCO2)C1CC(=O)N(c2ccc(F)cc2)C1 (stereo unspecified)
→ 0.0, 0.1, 1, ., 0, -0.5, -6.7, 4, -1.7
